Screening results from PubChem.
SDO1 yeast rescue: restores growth of sdo1-depleted yeast. AID 817. z-score at 10 µM. S. cerevisiae sdo1-depleted JHY4D growth rescue, OD600 30 h; active compounds read high; pdr5 snq2 efflux-pump mutant strain. 140,000 compounds, 0.21% hits;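 active = z-score above 3 at both the 24 hr and the 30 hr optical density reads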;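 also: z-score against mean and SD of all compound wells on the same plate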
Insulin prom inh: TRM-6 insulin promoter activity inhibition. inhibition, % at 2 µM. 130,000 compounds, 0.9% hits. TRM-6 cells (human fetal islet line), insulin promoter-eGFP reporter, imaging; reporter expression induced with tamoxifen;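 active = inhibition above the mean plus 3 SD, with well images judged a real hit on visual review, cut at about 60% in these data, passing the limit was not always enough; inconclusive = inhibition over the cutoff but images rejected on review; inactive = inhibition not above the cutoff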
SDO1 yeast rescue Rescue 24 h: recorded beside SDO1 yeast rescue, whose call it bears; z-score; S. cerevisiae sdo1-depleted JHY4D growth rescue, OD600; measured here: growth rescue at 24 h;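 0 is the plate mean of compound wells and units are plate SD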
The depositor's hits bear a star; ? = inconclusive; · = no result given; & = joins results of further samples.

Sequence of screens: SDO1 yeast rescue Rescue 24 h	Insulin prom inh	SDO1 yeast rescue
- CCn1c(COc2ccccc2C)nnc1SCc1nc2ccccc2c(=O)[nH]1
  ·	-16.7	·
- O=C(Nc1ccccc1)c1ccccc1NC(=O)C(F)(F)F
  -0.91	2.7	-0.81
- COc1ccc(-c2ccc(SCC(=O)N3CCOCC3)nn2)cc1
  0.2	·	1.32
- CC1Cc2ccccc2N1C(=O)CSc1nc2ccccc2n1CC(=O)N1CCOCC1 (configuration not stated)
  0.93	-48.6	1.2
- Cc1ccsc1/C=C1/SC(=O)N(CC(=O)N2CCOCC2)C1=O
  -1.11	40.0	-0.16
- Cc1ccc(NCc2nnc(SCC(=O)Nc3cc(C)on3)n2C)cc1
  0.11	65.7	0.58
- CSc1nc(Oc2ccc3ccccc3c2)c2ccccc2n1
  -0.31	30.0	-0.4
- CC1CCc2cc(F)ccc2N1C(=O)C1(C)CC1(Cl)Cl (configuration not stated)
  -1	22.2	-0.57
- COc1ccc(Nc2nc(NCc3ccco3)nc(N/N=C/c3ccccc3F)n2)cc1
  -0.52	·	-1.61
- CCOC(=O)N1CCN(C(=O)c2ccc(OCC)cc2)CC1
  ·	21.4	·

Reformatted as labelled records: entries from further up
SMILES: CCOC(=O)N1CCN(C(=O)c2ccc(OCC)cc2)CC1
  SDO1 yeast rescue Rescue 24 h = ·; Insulin prom inh = 21.4; SDO1 yeast rescue = ·

SMILES: COc1ccc(Nc2nc(NCc3ccco3)nc(N/N=C/c3ccccc3F)n2)cc1
  SDO1 yeast rescue Rescue 24 h = -0.52; Insulin prom inh = ·; SDO1 yeast rescue = -1.61

More structures follow.
Sequence of screens: SDO1 yeast rescue Rescue 24 h	Insulin prom inh	SDO1 yeast rescue
- Cc1ccc(-c2cnc(-c3ccncc3)o2)cc1
  -0.8	·	-0.46
- Nn1c(SCC(=O)N2CCCCC2)nnc1-c1ccncc1
  1.19	-46.0	1.27
- COc1ccc(/C=C/C(=O)OCC(=O)c2c(N)n(C)c(=O)n(C)c2=O)c(OC)c1
  ·	-10.0	·
- COc1cccc([C@@H]2Oc3ccc(OC)cc3C(=O)[C@H]2O)c1
  -0.52	28.6	-0.23
- O=C(NCC1CCCO1)c1cccc(Br)c1 (configuration not stated)
  0.28	-480.0	0.54
- Cc1cc(NC(=O)Cn2cnc3c(nnn3-c3ccc(C)c(Cl)c3)c2=O)no1
  ·	-15.8	·
- O=C(Cc1ccccc1)NCC1CCCO1 (configuration not stated)
  -0.29	-3.1	0.4
- COC(=O)C(=NNc1c(C)n(C)n(-c2ccccc2)c1=O)C(=O)OC
  -0.08	·	0.36
- O=C(NNc1nc2c(F)cc(F)cc2s1)C1COc2ccccc2O1 (configuration not stated)
  ·	5.6	·
- CCN1CCN(C(=O)Nc2ccc(OC)cc2OC)CC1
  ·	47.4	·
- CCOC(=O)C1CCCN(CCC(=O)Nc2ccccc2)C1 (configuration not stated)
  -1.22	-57.1	0.17
- O=C(c1scc2c1CCCC2)N1CCCCC1
  -1.29	21.6	-0.76
- O=C(Cn1c(=O)c(=O)n(Cc2ccccc2)c2ccc(Cl)cc21)NCC1CCCO1 (configuration not stated)
  ·	38.9	·
- COc1cc(NC(=O)c2cccs2)ccc1NC(=O)c1ccco1
  -0.31	-333.3	-0.36
- Cc1nn(C(C)(C)C)c(OC(=O)c2ccco2)c1Sc1ccccc1
  -1.09	-38.9	-0.92
- C=CCn1c(=O)n2ncnc2c2c3c(sc21)CCCC3
  0.23	3.9	-0.22
- Cc1ccc(/C=C/C(=O)NCc2ccc3c(c2)OCO3)o1
  -0.08	7.9	0.25
- CCSc1nnc(NC(=O)c2ccc3ccccc3n2)s1
  -0.71	15.4	-1.21
- COc1ccc(C(C(=O)NC(C)(C)C)N(CC2CCCO2)C(=O)CCC(=O)Nc2cc(C)on2)cc1 (configuration not stated)
  0.84	·	-0.2
- COc1ccccc1NS(=O)(=O)c1cc(NC(=S)NCCN2CCOCC2)ccc1N1CCOCC1
  0.91	-33.3	1.22
- CCOC(=O)N1CCC2(CC1)CC(=O)c1cc(O)ccc1O2
  0.07&0.22	·	-0.17&0.45
- Cc1cc(C)cc(NC(=S)/N=C(\N)Nc2nc(C)c3ccccc3n2)c1
  -0.72	·	-0.86
- COc1cc(OC)c(C(=O)NCc2cccnc2)cc1OC
  ·	23.1	·
- Cn1c(=O)oc2cc(S(=O)(=O)N3CCCC(C(=O)Nc4nccs4)C3)ccc21 (configuration not stated)
  0	·	0.33
- CSc1nncn1/N=C/c1ccccc1F
  0.26	32.1	0.87
- N#Cc1c(=O)c2nc(NCCCO)ncc2n2c(=O)c3ccccc3[nH]c12
  ·	-17.6	·
- O=C(Nc1ccccc1-c1ccccc1)c1ccc(Br)o1
  1.05	-20.0	0.21
- Nn1c(Cc2cccc3ccccc23)nnc1SCCOc1ccc(Br)cc1
  -0.47	-64.3	-0.8
- O=C(Nc1ccc(F)cc1)c1cccnc1NCCc1ccccc1
  0.29	-38.7	-0.82
- O=C(OCC(=O)N1CCN(C(=O)c2ccco2)CC1)c1ccccc1O
  -0.91	-10.0	-0.31
- Cc1ccc2nc(NC(=O)c3cccc(-c4cc5ccccc5oc4=O)c3)sc2c1
  1.51	25.0	0.43
- CCCN1C(=O)C(NC(=O)c2ccncc2)(C(F)(F)F)C2=C1CC(C)(C)CC2=O (configuration not stated)
  0.38	0.0	0.66
- O=C(O)C(c1ccccc1)C(c1ccccc1)c1ccccc1 (configuration not stated)
  ·	64.3	·
- Cc1ccc(N2CC(C(=O)OCc3ccc([N+](=O)[O-])cc3)CC2=O)cc1 (configuration not stated)
  -0.12	-16.7	0.79
- Clc1cccc(Oc2ncccn2)c1
  0.29	0.0	0.29
- CCSC1=C(C#N)C2(CCCCC2)C2=C(CC(C)(C)CC2=O)N1
  ·	-53.3	·
- NNC(=O)c1cc2c(s1)CCCCCC2
  0.01	2.9	-0.51
- COc1ccc(S(=O)(=O)N2CC3CCCN3c3cc(C(F)(F)F)ccc32)cc1 (configuration not stated)
  -0.75	-14.3	-1.06
- CC(C)Cc1ccc(S(=O)(=O)N2CCCC2)cc1
  0.04	36.7	0.16
- Cc1ccc(-c2nnc(SCC(=O)N3CCN(c4ccccc4)CC3)o2)cc1
  -0.53	·	-0.38
- CCOC(=O)CN1C(=O)C(=O)c2cccc(C)c21
  0.68	·	0.69
- CCCNC(=O)[C@H](Cc1c[nH]c2ccccc12)NC(=O)c1ccccc1Cl
  -0.23	-46.7	0.1
- COc1ccccc1NC(=O)c1ccc(NC(=O)CSc2nncn2C)cc1
  0.07	·	0.76
- COc1ccc(OC)c(CC(NC(C)=O)C(=O)NC2CCN(c3c(Cc4ccccc4)c(C)nc4ncnn34)CC2)c1 (configuration not stated)
  0.32	-25.0	0.72
- CN(C)c1ccc(/C=C2\CCCCC2=O)cc1
  0.67	·	0.65
- Cc1c(N=Cc2nc3ccccc3n2C)c(=O)n(-c2ccccc2)n1C
  0.82	28.1	0.92
- CCOC(=O)c1sc(NC(=O)Nc2ccccc2Cl)cc1C
  0.07	-8.0	-1.02
- CCN1CCN(C(=S)Nc2cccc([N+](=O)[O-])c2)CC1
  -0.54	·	0.55
- Cn1c(N)c(C(=O)c2ccccc2)c(=O)n(C)c1=O
  0.35	33.3	1.53
- CCCCC(=O)Nc1ccc(NC(=S)NC(=O)CCCCl)cc1OC
  -0.58	0.0	-0.7

New compounds follow.
Sequence of screens: SDO1 yeast rescue Rescue 24 h	Insulin prom inh	SDO1 yeast rescue
- Cc1c(N=C2NC(=O)C(CC(=O)Nc3ccc(Cl)cc3)S2)c(=O)n(-c2ccccc2)n1C (configuration not stated)
  1.91	60.0	1.38
- COCCNC(=O)CSc1cc(=O)n(C)c2cc(Cl)ccc12
  ·	26.7	·
- Cn1/c(=N/NC(=O)c2ccccc2F)sc2ccccc21
  ·	54.5	·
- COc1ccc(C(=O)c2c(O)cc(-c3ccc(OC)cc3)oc2=O)cc1
  0.33	25.0	-0.27
- O=C1COc2ccc(C(=O)COC(=O)Cc3ccccc3F)cc2N1
  ·	-33.3	·
- COc1cccc(-c2csc(NC(=O)C3CC3)n2)c1
  -0.89	·	-0.79
- O=c1cc(-c2ccccc2Cl)c2c([nH]1)CCC2
  -0.4	·	-0.18
- CCCn1c(=NC(=O)c2ccco2)c(C(=O)OCC)cc2c(=O)n3ccccc3nc21
  0.15	-8.6	-0.5
- C=CCNC(=O)C12CCC(C)(C(=O)C1Br)C2(C)C (configuration not stated)
  -1.32	8.3	-0.62
- COc1ccc(C/C(C)=N/NC(=O)c2cc(C)oc2C)cc1
  -0.43	-7.7	0.14

An excerpt from above in order of the Insulin prom inh value, high to low:
Sequence of screens: SDO1 yeast rescue Rescue 24 h	Insulin prom inh	SDO1 yeast rescue
- COCCNC(=O)CSc1cc(=O)n(C)c2cc(Cl)ccc12
  ·	26.7	·
- C=CCNC(=O)C12CCC(C)(C(=O)C1Br)C2(C)C (configuration not stated)
  -1.32	8.3	-0.62
- CCCn1c(=NC(=O)c2ccco2)c(C(=O)OCC)cc2c(=O)n3ccccc3nc21
  0.15	-8.6	-0.5
- O=C1COc2ccc(C(=O)COC(=O)Cc3ccccc3F)cc2N1
  ·	-33.3	·

(further entries)
Sequence of screens: SDO1 yeast rescue Rescue 24 h	Insulin prom inh	SDO1 yeast rescue
- CCOC(=O)c1ccc(NC(=S)NCCCN2CCN(C3CCCCC3)CC2)cc1
  ·	-40.5	·
- Cc1nnsc1SCCNC(=O)c1c(F)cccc1F
  -0.32	-20.0	0.33
- O=C(N/N=C/c1ccco1)c1cc(-c2cccs2)[nH]n1
  1.9	·	1.8
- Cc1ncc([N+](=O)[O-])n1CC(=O)NC(C)(C)C
  -1.16	·	-0.77
- Cc1ccc(Nc2nc(N3CCOCC3)nc(N3CCOCC3)n2)cc1
  0.09	?	0.92
- Cc1ccc(C2N(c3cccc(Cl)c3)C(=O)C3CCCN32)o1 (configuration not stated)
  0.29	·	0.42
- Cc1ccc(N2C(=O)NC(NC(=O)C(C)(C)C)(C(F)(F)F)C2=O)cc1C (configuration not stated)
  1.53	6.7	2.61
- O=[N+]([O-])c1cccc(-c2nnn(C34CC5CC(CC(C5)C3)C4)n2)c1
  0.1	-30.0	-0.52
- CCc1cccc(NC(=O)C2CCCC2)c1
  0.37	5.4	-0.73
- CN1CCc2c(sc(NC(=O)c3ccc(S(=O)(=O)N4CCOCC4)cc3)c2C(N)=O)C1
  -0.36	57.1	0.15
- O=C(O)CSc1nnc(CNc2ccccc2Cl)n1-c1ccccc1
  0.91	20.0	0.94
- COc1ccc(N2CCN(C(=O)c3ccc(-n4nc(C)cc4C)cc3)CC2)cc1
  -0.04	41.3	0.03
- COc1cccc(-c2noc(CCC(=O)Nc3cccnc3)n2)c1
  1.07	40.0	0.82
- COc1cccc(/C=N/NC(=O)CCn2c3ccccc3c3ccccc32)c1
  -0.57	·	-0.81
- CCn1ncc(C(=O)Nc2cccc(Cl)c2)c1C
  -0.43	7.7	0.17
- COCCn1c(=O)sc2ccccc2c1=O
  ·	18.2	·
- Cc1ccccc1NC(=S)NC(=O)c1cncc(Br)c1
  -0.91	26.5	-0.6
- COc1ccc(OC)c(S(=O)(=O)N2C(C)CCCC2C)c1 (configuration not stated)
  -1.67	0.0	-1.94
- Cc1cc(C)n(CCOc2ccc(Cl)cc2Cl)n1
  0.05	63.6	-1.66
- O=C(O)c1cnn2c(C(F)F)cc(C(F)F)nc12
  0.36	50.0	0.32
- Cc1ccc(S(=O)(=O)C(C#N)c2nc3ccccc3nc2N2CC(C)OC(C)C2)cc1C (configuration not stated)
  -0.86	50.0	-0.54
- CCOC(=O)N1CCN(C(=O)C2c3cc(OC)c(OC)cc3C(=O)N3CCc4ccccc4C23)CC1 (configuration not stated)
  0.84	80.0*	0.99
- CN1CCN(c2nc3nonc3nc2N2CCN(C)CC2)CC1
  -0.65	42.9	0.14
- COc1cc(C2=NOC(C(=O)N3CCN(c4ccc(F)cc4)CC3)C2)cc(OC)c1OC (configuration not stated)
  -1.35	·	-1.58
- Cc1ccc(-c2nnn(CC(=O)N(c3ccc4c(c3)OCCO4)C(C(=O)NCC3CCCO3)c3ccc(F)cc3)n2)o1 (configuration not stated)
  ·	63.6	·
- Clc1ccc(-c2cn3nc4c(nc3n2)CCCC4)cc1
  -0.4	-29.2	-0.77
- CN(Cc1ccco1)C(=O)C1CCC(=O)N1Cc1ccc(F)cc1 (configuration not stated)
  0.72	·	0.62
- CCCc1cc2c(=O)c(-c3ccc4c(c3)OCCO4)coc2cc1OS(C)(=O)=O
  -0.48	-3.7	-0.97
- Cn1c(=O)c2c(nc(CN3CCN(c4ccccc4)CC3)n2CCc2ccccc2)n(C)c1=O
  ·	0.0	·
- CCOC(=O)c1cc(-c2ccccc2)sc1NC(=O)C(C)Sc1nnc(N)s1 (configuration not stated)
  -1.25	·	-1.39
- Cc1cc(C)cc(N2C(=O)CN(Cc3sccc3C)C2=S)c1
  -1.59	-20.0	-1.59
- COC(=O)C1=C(CSc2nccn2C)NC(=O)NC1c1cc(C)ccc1C (configuration not stated)
  1.33	-46.7	0.99
- COc1ccc(C(=O)OC/C(O)=C(\C#N)c2nc3ccccc3[nH]2)cc1S(=O)(=O)N1CCOCC1
  -1.11	7.7	-0.17
- O=C(Nc1ccc(Cl)cc1)ON=C1CCCC1
  -0.57	-51.7	-1.34
- S=C(NCC1CCCO1)Nc1ccc(Cl)cc1Cl (configuration not stated)
  -0.48	13.8	0.31
- COc1ccccc1-n1c(CCn2nc(C)c(Br)c2C)n[nH]c1=S
  0.47	-25.0	0.67
- COc1ccc(/C(C)=N/OCC(=O)N=Nc2c(O)[nH]c3ccc(Br)cc23)cc1
  1.97	33.3	-0.04
- CC(=O)N(C)C1=C(N2CCOCC2)C(=O)c2ccccc2C1=O
  0.26	·	0.22
- Cc1c(Br)ccc(NC(=O)c2ccccc2[N+](=O)[O-])c1C
  ·	-47.6	·
